# ARNT TACC3 PPI: disruptors of human ARNT/TACC3 interaction. inhibition, % at 9.99 µM. 0.66% of 390,000 active. Q9Y6A5. AlphaScreen His-ARNT PAS-B/GST-TACC3 binding, luminescence; TACC3 fragment carries E629A point mutation;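 active means mean inhibition of replicates at least 50% and at least half of replicates each reaching 50%; inconclusive means half or more replicates reach 50% but mean below 50%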;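 further: 0% = complete ARNT plus TACC3 wells and 100% = ARNT alone without TACC3; many hits fall short of the cut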
# DENV2 CPE rescue: protects cells from dengue virus 2 cytopathic effect; DENV2-infected cells, cytopathic effect rescue, plate reader; CPE inhibition, % at 9.99 µM; 1.7% of 350,000 active; AID 651640; in the data active means CPE inhibition above about 20%, passing the limit was not always enough; inconclusive means no clear call, values can overlap the other calls; tested in BHK-21 cells;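 further: 0% = median of neutral control wells and 100% = median of positive control wells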
# EWS-Fli inh: blocks EWS/Fli oncoprotein-driven transcription | A673 NR0B1-luciferase reporter, viability-normalised | inhibition, % at 12.6 µM | 0.67% of 350,000 active;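 active means mean inhibition of at least 50% after viability correction, with every replicate also passing that limit; inconclusive means mean reaches 50% but only one of two replicates passes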;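 further: firefly luciferase signal divided by Alamar Blue viability fluorescence both relative to DMSO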
# LGR2 antag: inhibitors of bursicon-induced Drosophila LGR2 receptor cAMP signaling | HEK293 LGR2, CRE-luciferase, bursicon-stimulated, 4 h | inhibition, % at 9.99 µM | 0.35% of 380,000 active | AID 720647;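 active means drop in luminescence signal, shown as inhibition above about 50% in the replicate tests, limit read from the data, passing the limit was not always enough; inconclusive means probably only some replicates passing the limit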;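 further: agonist challenge used bursicon conditioned medium at about half maximal strength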
# CASP6 VEID inh: inhibitors of human caspase-6; P55212; purified caspase-6, Z-VEID-R110 cleavage fluorescence; inhibition, % at 12.5 µM; 0.53% of 350,000 active; AID 686996;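 active means mean inhibition across replicates at least about 35%, with every replicate also reaching that limit, limit read from the data; inconclusive means only one of the two criteria met; inactive means neither criterion met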;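 further: 0% = median of neutral control wells and 100% = no fluorescence left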
# Target sequence (P55212 24-179 limits assumed): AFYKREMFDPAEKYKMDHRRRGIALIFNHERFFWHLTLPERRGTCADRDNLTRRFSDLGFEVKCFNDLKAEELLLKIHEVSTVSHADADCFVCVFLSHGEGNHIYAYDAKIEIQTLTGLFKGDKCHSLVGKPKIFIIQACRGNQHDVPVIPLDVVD
# Target sequence (P55212 194-293 limits assumed): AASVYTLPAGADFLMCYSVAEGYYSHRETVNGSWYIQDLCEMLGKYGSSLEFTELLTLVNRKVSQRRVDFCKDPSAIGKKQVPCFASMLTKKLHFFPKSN
# SIRT5 block: inhibitors of human sirtuin-5 desuccinylase; Purified SirT5, succinyl-peptide AMC, trypsin-coupled fluorescence; 1.1% of 330,000 active; inhibition, % at 15 µM; Q9NXA8; in the data active means inhibition above about 15%; inconclusive means no clear call, values can overlap the other calls
# Target sequence (Q9NXA8 whole entry, looked up): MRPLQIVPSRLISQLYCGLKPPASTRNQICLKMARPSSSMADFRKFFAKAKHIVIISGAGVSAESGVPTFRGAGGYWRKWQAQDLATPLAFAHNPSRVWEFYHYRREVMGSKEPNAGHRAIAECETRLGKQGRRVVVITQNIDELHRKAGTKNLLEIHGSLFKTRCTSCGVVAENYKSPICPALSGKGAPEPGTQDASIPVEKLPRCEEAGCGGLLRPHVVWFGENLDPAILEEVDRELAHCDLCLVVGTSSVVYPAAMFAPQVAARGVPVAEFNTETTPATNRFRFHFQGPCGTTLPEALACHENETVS
# PAX8 inh HTS: lowers PAX8-driven luciferase in RMG-I cells. inhibition, % at 12.6 µM. RMG-I TPO-luciferase reporter, SteadyGlo, 24 h. 1.2% of 360,000 active;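 active means mean replicate inhibition at least 60% with every replicate also reaching 60%; inconclusive means only one of the two criteria is met; inactive means mean below 60% and not all replicates reaching 60%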;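 further: luciferase light reporting Pax8 driven TPO promoter activity; plate controls were median of neutral control wells for no effect and mitoxantrone controls for full effect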
# Starred values were filed as active, the others as inactive; u = inconclusive; x = not tested or not shown.
SMILES,ARNT TACC3 PPI,DENV2 CPE rescue,EWS-Fli inh,LGR2 antag,CASP6 VEID inh,SIRT5 block,PAX8 inh HTS
Cn1cccc1Cc1nnc(SCC(=O)Nc2ccc(F)cc2)n1CCc1ccccc1,7,u,9,4,-4,-3,1
CO[C@H]1CC[C@@H]2CCN(C)C(=O)[C@H](C)[C@H](OC)CN(C)C(=O)c3cc(C#N)ccc3OC[C@H]1O2,3,1,-7,-10,1,-2,1
NNC(=O)Cc1cccc2ccc(Cl)cc12,x,4,-3,-13,1,-4,4
COC(=O)NC1CCC(NC(=O)OC)CC1 (centres undefined),-1,x,x,-2,x,x,1
CC1CCCN(C(=O)CSc2n[nH]c(-c3cccs3)n2)C1 (centres undefined),32,11,-30,-31,3,1,-13
CC(C)CCN1C(=O)c2ccc(C(=O)N3CCCCC3)cc2C1=O,x,11,-8,-5,-5,-3,-34
Cc1ccccc1C(=O)OCC(=O)N(C)c1c(N)n(Cc2ccccc2)c(=O)[nH]c1=O,-4,-5,0,2,-3,0,13
COc1ccc(C)cc1NCc1ccc(OC)c(C)c1OC,-4,-3,3,1,2,-4,18
O=C(N[C@@H]1CC[C@H](CCn2cc(C3CCCCC3)nn2)O[C@H]1CO)c1cccnc1,4,4,-1,0,2,-4,-5
CCCCCC(=O)Nc1cccc(S(=O)(=O)NC2=NCCC2)c1,2,-2,3,35,4,-2,-3
O=C(CN1C(=O)NC(Cc2c[nH]c3ccccc23)C1=O)NCC(F)(F)F (centres undefined),-4,-6,2,13,-2,1,-45
Cc1cc(N/N=C/c2ccc(O)cc2O)nc(-n2nc(C)cc2C)n1,-10,x,x,32,x,x,25
CCOc1cc(C(=O)NC)cc(Br)c1OCc1ccccc1,6,-10,8,-7,0,-3,6
CN(CC#CC1(O)c2ccccc2-c2ccccc21)Cc1ccccc1,-11,x,x,-1,x,x,-4
O=C1C2C3C=CC(O3)C2C(=O)N1N=Cc1ccc2c(c1)OCO2 (centres undefined),-4,4,-26,-58,0,1,-76
O=C(NNc1nc(-c2ccc(F)cc2)cs1)c1ccccc1,1,0,3,-30,1,0,29
CC(C)NC(=O)Nc1cccc2c1O[C@@H](CN(C)C(=O)Nc1ccccc1)[C@@H](C)CN([C@@H](C)CO)C2=O,1,x,-4,15,-5,3,-9
CC(C(=O)N1CCc2ccccc21)n1cnc2c1c(=O)n(C)c(=O)n2C (centres undefined),-12,-7,0,-9,0,-1,23
CNC[C@H]1OCCCC[C@@H](C)Oc2ccc(NC(=O)Cc3ccccc3)cc2C(=O)N([C@H](C)CO)C[C@H]1C,-12,-5,-4,4,0,-1,-10
CSc1cccc(NS(=O)(=O)c2ccc3c(c2)CCN3C(C)=O)c1,-1,-1,14,-3,0,-4,45
COc1ccc(S(=O)(=O)NCc2ccccn2)cc1NC(=O)c1ccccc1C,30,8,60*,6,-2,-1,15
CCC(=O)Nc1ccc2c(c1)C(=O)N(C)C[C@@H](OC)[C@H](C)CN(CCc1ccccc1)[C@H](C)CO2,3,5,0,1,-1,3,26
CN1C(=O)c2cc(NC(=O)c3cccc(F)c3)ccc2OC[C@@H]2O[C@H](CC(=O)NCc3ccccc3Cl)CC[C@@H]21,4,-15,17,19,-1,6,45
C[C@@H]1CN([C@H](C)CO)S(=O)(=O)c2ccc(-c3ccc(C(=O)N(C)C)cc3)cc2O[C@@H]1CN(C)C(=O)C1CCCCC1,2,-9,-4,4,-1,3,x
COc1ccc2c(c1)c1ncn(CCN3CCNCC3)c(=O)c1n2C,8,-3,-9,-8,-102,-16,x
# Other compounds
SMILES,ARNT TACC3 PPI,DENV2 CPE rescue,EWS-Fli inh,LGR2 antag,CASP6 VEID inh,SIRT5 block,PAX8 inh HTS
COCc1nc2oc3ccc(F)cc3c(=O)c2cc1C(=O)OC,-11,3,-60,-7,2,-4,-31
CCc1nnc(NS(=O)(=O)c2ccc(N=CC3=C(O)CC(C)(C)CC3=O)cc2)s1,2,u,-10,1,2,-3,1
Cc1cc(C(=O)OCC(=O)N2C(C)CCCC2C)c2ccccc2n1 (centres undefined),-2,u,1,-15,6,-2,1
O=C1c2cccc3cccc(c23)N1Cc1ccc(F)cc1,x,-1,15,x,-1,-2,12
Cc1ccc([N+](=O)[O-])cc1S(=O)(=O)NCCc1cn2ccccc2n1,-3,-5,-1,-6,2,-4,-5
CCCCn1c(SCC(=O)OCC)nc2c1c(=O)[nH]c(=O)n2C,-3,0,5,-4,0,-1,5
CCC(=O)N1C[C@H](O)COC[C@H]2O[C@H](CC(=O)NCC3CCCCC3)CC[C@@H]21,-1,2,0,-10,2,4,8
C/C=C/c1ccc([C@H]2[C@H](CO)N3C(=O)CN(C(=O)c4cccc(F)c4)C[C@@H]23)cc1,x,0,x,18,2,0,x
OC[C@H]1OC(O)[C@H](O)[C@@H](O)[C@H]1O (some centres undefined),-1,9,-7,-4,0,2,-5
CCOC(=O)COc1ccc(S(=O)(=O)NCC2CCCO2)cc1 (centres undefined),-6,-2,12,1,-3,1,x
O=C(CCCN1C(=O)c2ccccc2C1=O)Nc1cccc(S(=O)(=O)NC2=NCCC2)c1,28,x,-4,-3,1,-5,2
COc1cc(/C=C(\C#N)C(=O)NCC2CCCO2)ccc1OC(C)C (centres undefined),4,x,x,0,x,x,9
CCN1CCN(CCCNC(=O)c2ccccc2NC(=O)C2=C(C)OCCS2)CC1,0,12,4,2,-14,-3,1
CS(=O)(=O)N1[C@H](C#N)[C@H](c2ccccc2-c2ccc(F)cc2)[C@H]1CO,x,-13,-6,-1,-1,8,1
C[C@H](CO)N1C[C@H](C)[C@H](CN(C)Cc2ccc(C(F)(F)F)cc2)Oc2c(NS(C)(=O)=O)cccc2C1=O,-6,-4,-3,-10,-1,-2,13
COc1ccccc1C(CNC(=O)C1CCN(C(=O)Nc2ccccc2)CC1)N1CCCC1 (centres undefined),2,-1,2,7,-10,-3,-1
Cc1ccccc1S(=O)(=O)NCC[C@@H]1CC[C@H](NC(=O)C2CCOCC2)[C@H](CO)O1,2,1,3,12,1,1,-10
C/C(=N\NC(=O)c1cccc(F)c1)c1cccc(NC(=O)c2ccc(F)cc2)c1,x,-3,-11,x,2,-1,-38
O=C1C2C3C=CC(CC3)C2C(=O)N1c1ccccc1[N+](=O)[O-] (centres undefined),6,1,0,25,-2,-1,-2
C[C@H](CO)N1C[C@H](C)[C@H](CN(C)Cc2ccc3c(c2)OCO3)Oc2ccc(NC(=O)Nc3ccc(C(F)(F)F)cc3)cc2CC1=O,3,54*,15,-22,0,-1,7
CNc1cncc(-c2ccc(OCCCN(C)C)nc2)n1,x,2,-41,6,-26,-53,-19
Cc1c(NC(=O)COC(=O)CSc2ccc(C(N)=O)cc2[N+](=O)[O-])c(=O)n(-c2ccccc2)n1C,-3,8,1,6,1,0,x
CO[C@@H]1CN(C)C(=O)c2cc(NC(=O)Nc3c(C)noc3C)ccc2OC[C@@H](C)N(C)C[C@@H]1C,-7,-6,18,1,-2,0,-11
CCC1(C(=O)O)NC(c2cc(OC)ccc2O)C2C(=O)N(Cc3ccccc3)C(=O)C21 (centres undefined),-3,2,-4,-4,-1,x,-2
CCCn1c(=O)c2[nH]c(-c3ccc(S(=O)(=O)O)cc3)nc2n(CCC)c1=O,-2,-6,-4,5,x,-114,-7

# Molecules shown so far that contain a Cl atom:
SMILES,ARNT TACC3 PPI,DENV2 CPE rescue,EWS-Fli inh,LGR2 antag,CASP6 VEID inh,SIRT5 block,PAX8 inh HTS
NNC(=O)Cc1cccc2ccc(Cl)cc12,x,4,-3,-13,1,-4,4
CN1C(=O)c2cc(NC(=O)c3cccc(F)c3)ccc2OC[C@@H]2O[C@H](CC(=O)NCc3ccccc3Cl)CC[C@@H]21,4,-15,17,19,-1,6,45

# Continuation:
SMILES,ARNT TACC3 PPI,DENV2 CPE rescue,EWS-Fli inh,LGR2 antag,CASP6 VEID inh,SIRT5 block,PAX8 inh HTS
Cc1cc(=O)[nH]c(SCC(=O)NC2CCCCCCC2)n1,-5,-5,1,x,4,-1,-13
O=C(Nc1ccccc1F)N[C@@H]1CC[C@H](CCNC(=O)C2CCC2)O[C@H]1CO,-8,u,-2,-11,-1,1,-8
COc1ccc(N(C)S(=O)(=O)c2ccc3c(c2)CCN3C(=O)C2CC2)c(OC)c1,5,5,-1,-19,1,1,-22
O=C(Cc1cccc(NC(=O)C2CCN(S(=O)(=O)c3cccc([N+](=O)[O-])c3)CC2)c1)Nc1cccc(C(=O)N2CCOCC2)c1,0,-13,-17,8,-3,-4,7
O=C(c1ccc(Cn2cc(Cl)c([N+](=O)[O-])n2)cc1)N1CCN(Cc2ccccc2)CC1,7,-4,3,-2,1,2,16
COc1ccc(CCNC(=S)NC(=O)c2ccccc2)cc1C,-6,5,-4,9,-2,0,4
CCCNC(=O)C[C@@H]1C[C@H]2c3cc(NC(=O)C4CCOCC4)ccc3O[C@H]2[C@@H](CO)O1,-7,3,-2,-4,2,-5,-1
CC(=O)C1=CCC(c2ccc(C)cc2)N(S(=O)(=O)c2ccc(Cl)cc2)C1 (centres undefined),x,5,3,17,2,-1,2
Cc1ccc(NC(=O)c2ccc(S(=O)(=O)N3CCC(C)CC3)cc2)nc1,-4,7,-15,-2,1,15,-32
S=C(NC1CC2CCC1C2)N1CCN(c2cccc(Cl)c2)CC1 (centres undefined),-12,-2,5,0,0,0,-2
CCC(=O)N1CCC2(CC1)Oc1ccc(Cl)cc1C(=O)C21CC(c2cccnc2)=NO1 (centres undefined),-18,x,21,x,5,0,21
COc1ccc(CN(C)C(=O)Cn2ccc(NC(=O)OCc3ccccc3)nc2=O)cc1OC,0,x,8,-19,1,x,8
Cn1cnc(S(=O)(=O)N2CCCCN3[C@H](C2)[C@@H](c2ccc(-c4ccc(F)cc4)cc2)[C@@H]3CO)c1,-2,6,0,26,-1,-3,-3
Cc1cccc(N(C(=O)Nc2ccc(Cl)cc2)C2=NCC(C)S2)n1 (centres undefined),7,1,0,-17,0,-2,-27
CCS(=O)(=O)N1Cc2ccccc2CC1C(=O)Nc1nnc(SCc2ccc(F)cc2)s1 (centres undefined),-27,x,x,3,x,x,8
COCC(=O)N1C[C@H]2[C@@H](c3ccccc31)[C@@H](CO)N2Cc1ccccc1Cl,0,u,-4,13,1,-3,4

# Single records, from the list above. Order of screens: ARNT TACC3 PPI, DENV2 CPE rescue, EWS-Fli inh, LGR2 antag, CASP6 VEID inh, SIRT5 block, PAX8 inh HTS
# O=C(Nc1ccccc1F)N[C@@H]1CC[C@H](CCNC(=O)C2CCC2)O[C@H]1CO as listed: -8, u, -2, -11, -1, 1, -8
# COc1cc(/C=C(\C#N)C(=O)NCC2CCCO2)ccc1OC(C)C (centres undefined) as listed: 4, x, x, 0, x, x, 9
# O=C1C2C3C=CC(CC3)C2C(=O)N1c1ccccc1[N+](=O)[O-] (centres undefined) as listed: 6, 1, 0, 25, -2, -1, -2

# Ordered by the number under ARNT TACC3 PPI (lowest first): 3 of the compounds above
molecule	ARNT TACC3 PPI	DENV2 CPE rescue	LGR2 antag	CASP6 VEID inh	SIRT5 block
CCCNC(=O)C[C@@H]1C[C@H]2c3cc(NC(=O)C4CCOCC4)ccc3O[C@H]2[C@@H](CO)O1	-7	3	-4	2	-5
COc1ccc(CN(C)C(=O)Cn2ccc(NC(=O)OCc3ccccc3)nc2=O)cc1OC	0	x	-19	1	x
O=C(c1ccc(Cn2cc(Cl)c([N+](=O)[O-])n2)cc1)N1CCN(Cc2ccccc2)CC1	7	-4	-2	1	2
